# High-throughput results as filed in PubChem.
# TRPC4 potent – allosterically enhances the mouse TRPC4 cation channel | hit rate 0.42% among 310,000 | Q9QUQ5 | HEK293 TRPC4beta/mu-opioid, DAMGO EC20, Fluo-4 Ca2+ flux; hits give high values | B-score at 10 µM;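 active = B-score of calcium response area above 5 SD of library B-scores, with initial fluorescence ratio within 5 SD of library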;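 note: B-score of integrated fluorescence ratio over time as area under calcium response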
# KCNK9 inh – human KCNK9 channel inhibition; Q9NPC2; HEK293 KCNK9, FluxOR thallium flux fluorescence; hits give low values; B-score at 10 µM; hit rate 1.2% among 310,000; AID 488922;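 active = ratio B-score over 3 SD below the library mean, with starting fluorescence within 5 SD of its mean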;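 note: negative B-score means less thallium flux so channel inhibition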
# Platelet DG rel – modulates dense granule release in human platelets; hit rate 0.22% among 300,000; human platelet-rich plasma, SFLLRN dense granule ATP release, luminescence; inhibition, %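 (compounds screened at 7.5 µM in platelet-rich plasma)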; AID 1663;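 active = mean replicate score, as percent of positive control, at or above 50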
# PolyA inh – yeast polyadenylation inhibition; S. cerevisiae SKY197-pL101 polyadenylation reporter, beta-gal luminescence; efflux-impaired pdr1/pdr3 knockout yeast; score 100 = 6 SD above DMSO; calls only at 12 µM; hit rate 0.02% among 300,000; AID 1875;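 active = lowest replicate activity score at least 50, where 100 means six control SD above control mean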;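 note: yeast exposed to compound for 9 h at 30 °C; higher score means more reporter readthrough which indicates perturbed polyadenylation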
# hERG protect – hERG (human) protection from proarrhythmic block. hit rate 0.51% among 310,000. activation (rescue from dofetilide block), less the hit threshold, % at 10 µM. Q12809. CHO-hERG, FluxOR thallium flux, dofetilide IC70 present;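 active = activation above the mean of controls blocked by dofetilide plus 5 SD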;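 note: thallium influx through hERG after potassium depolarization seen as dye fluorescence rise; in these data hits start at about 4.7%; inactives centre near -7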
# TRPC4 inh – blocks the mouse TRPC4 cation channel. Q9QUQ5. HEK293 TRPC4beta/mu-opioid, DAMGO-evoked Fluo4 calcium flux; hits give low values. B-score at 10 µM. hit rate 0.39% among 300,000. AID 2247;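 active = B-score over 3 SD under the library average, no early fluorescence shift, positive overall ratio signal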
#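 Signal: kinetic Fluo4 fluorescence imaging of calcium influx. Material: stable TRPC4beta/mu-opioid receptor HEK293 cells. Probe or stimulus: DAMGO in two steps, submaximal then maximal.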
# KCNQ1 block – inhibitors of human KCNQ1 potassium channel; hit rate 1.3% among 310,000; B-score at 10 µM; CHO-K1 KCNQ1, FluxOR thallium flux fluorescence; hits give high values; AID 2642;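 active = compounds whose thallium flux B-score, printed positive for inhibition, exceeds three library SD while starting fluorescence stays within three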;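 note: channel opened by potassium depolarization with thallium stimulus after 20 min compound exposure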
# Target sequence (P51787 whole entry, looked up): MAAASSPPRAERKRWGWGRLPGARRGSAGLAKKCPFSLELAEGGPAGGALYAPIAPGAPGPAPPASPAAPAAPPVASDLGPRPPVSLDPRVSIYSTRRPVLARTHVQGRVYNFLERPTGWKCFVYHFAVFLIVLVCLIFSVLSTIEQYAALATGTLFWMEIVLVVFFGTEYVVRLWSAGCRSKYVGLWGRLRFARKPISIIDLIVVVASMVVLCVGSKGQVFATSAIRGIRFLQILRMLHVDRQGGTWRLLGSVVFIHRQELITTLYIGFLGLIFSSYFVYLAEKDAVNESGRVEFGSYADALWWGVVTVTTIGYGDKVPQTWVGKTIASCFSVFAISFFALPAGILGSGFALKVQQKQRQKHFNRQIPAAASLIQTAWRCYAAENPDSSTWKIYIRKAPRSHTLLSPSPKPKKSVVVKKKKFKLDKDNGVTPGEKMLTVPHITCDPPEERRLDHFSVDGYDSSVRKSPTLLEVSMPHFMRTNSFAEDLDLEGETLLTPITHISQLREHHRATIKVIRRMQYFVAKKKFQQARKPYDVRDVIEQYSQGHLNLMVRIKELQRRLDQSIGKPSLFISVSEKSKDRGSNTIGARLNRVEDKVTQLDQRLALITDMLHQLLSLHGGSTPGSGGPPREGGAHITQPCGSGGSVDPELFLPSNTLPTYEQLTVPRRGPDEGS
# Dyrk1A ADPGlo – inhibitors of rat Dyrk1A kinase | Q63470 | ADP-Glo luminescence, NFATc1 peptide | inhibition, % at 12.5 µM | hit rate 0.43% among 310,000; in the data active = inhibition above about 50%;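 note: plate controls were vehicle with enzyme for no effect and no enzyme for full effect; many of its hits are not listed in these tables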
# KCNK3 block – human KCNK3 channel inhibition, primary screen; CHO-KCNK3 thallium flux, FluxOR fluorescence; hits give low values; B-score at 10 µM; hit rate 0.84% among 340,000; AID 602410;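 active = B-score under library mean minus 4 SD, starting fluorescence ratio at most library mean plus 5 SD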;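 note: more negative B-score means stronger inhibition of thallium flux through KCNK3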
# Target sequence (O14649 whole entry, looked up): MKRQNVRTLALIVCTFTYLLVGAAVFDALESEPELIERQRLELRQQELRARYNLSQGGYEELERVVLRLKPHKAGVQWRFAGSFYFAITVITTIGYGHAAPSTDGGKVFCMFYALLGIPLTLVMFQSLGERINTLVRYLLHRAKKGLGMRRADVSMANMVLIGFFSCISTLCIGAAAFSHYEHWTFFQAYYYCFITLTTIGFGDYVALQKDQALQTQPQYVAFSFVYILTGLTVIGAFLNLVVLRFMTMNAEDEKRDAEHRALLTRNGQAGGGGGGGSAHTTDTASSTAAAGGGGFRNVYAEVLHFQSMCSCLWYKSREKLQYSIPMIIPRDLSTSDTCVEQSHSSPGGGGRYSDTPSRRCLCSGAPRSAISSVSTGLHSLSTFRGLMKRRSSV
# TRPC4 agonist – activators of mouse TRPC4 channel; Q9QUQ5; AID 2237; B-score at 10 µM; hit rate 0.49% among 310,000; HEK293 TRPC4beta/mu-opioid, Fluo4 calcium fluorescence; hits give high values;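 active = B-score above 5 SD of library B-scores, and initial fluorescence ratio not above library mean plus 5 SD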;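 note: positive B-score marks a calcium rise read as TRPC4 activation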
#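 System – HEK293 cells stably co-expressing mouse TRPC4beta and mu-opioid receptor · Signal – Fluo4 calcium-sensitive dye fluorescence, kinetic, 1 Hz baseline · Benchmarks – buffer (low) and maximal DAMGO (high) · Read-out – B score of integrated fluorescence ratio per well · Incubation – dye loading 45 min room temperature, 110 s kinetic read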
# KCNQ1 act – human KCNQ1 channel potentiation or activation | hit rate 0.35% among 310,000 | CHO-K1 KCNQ1, thallium flux FluxOR fluorescence; hits give high values | P51787 | B-score at 10 µM;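 active = fluorescence ratio B-score, a plate-corrected score, at least three library SD, with initial intensity B-score within 5 SD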
#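 Schedule – 37 °C overnight plating, 90-min dark dye load, 20-min compound pretreatment · System – stable KCNQ1 CHO-K1 line · Probe or stimulus – thallium- and potassium-containing depolarizing buffer · Measured by – kinetic FluxOR fluorescence, 10 s baseline plus 110 s post-stimulus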
# Starred values were filed as active, the others as inactive; i = inactive; x = no result given.
SMILES,TRPC4 potent,KCNK9 inh,Platelet DG rel,PolyA inh,hERG protect,TRPC4 inh,KCNQ1 block,Dyrk1A ADPGlo,KCNK3 block,TRPC4 agonist,KCNQ1 act
CCc1ccccc1NC(=O)CCC(=O)OCC(=O)c1ccc(-c2ccccc2)cc1,i,i,4.2,i,-5.0,i,i,-3.0,i,i,i
O=C1CC(Sc2ncccn2)C(=O)N1c1ccccc1C(F)(F)F (stereo unspecified),i,i,5.8,i,-2.7,i,i,-6.8,i,i,i
O=C(O)CC(Cc1ccccc1)C(=O)Nc1ccc([N+](=O)[O-])cc1 (stereo unspecified),i,i,2.0,i,-3.0,i,i,0.6,i,i,i
COc1ccccc1N1CCN(C(c2cc3ccc(C)cc3[nH]c2=O)c2nnnn2C2CCCC2)CC1 (stereo unspecified),i,i,-3.2,i,-11.2,i,i,-1.4,i,i,i
NC(Cc1ccc(O)c([N+](=O)[O-])c1)C(=O)O (stereo unspecified),i,i,6.7,i,-14.2,i,i,-5.2,i,i,i
CCN(C(=O)c1cnc(N2CCN(c3ncccn3)CC2)c2ccccc12)c1cccc(Cl)c1,i,i,-5.5,i,-10.5,i,i,1.2,i,i,i
CC(C)NC(=O)c1ccc(COCC(F)(F)F)cc1,i,i,1.1,i,-7.3,i,i,1.5,i,i,i
COc1cc(C(=O)NC23CC4CC(CC(C4)C2)C3)cc(OC)c1OC,i,i,-4.8,i,-6.9,i,i,-1.6,i,i,i
O=C(CSC1=NC(=O)C(Cc2ccccc2)C(=O)N1)Nc1ncc(Br)cc1Br (stereo unspecified),i,i,3.2,i,-2.4,i,i,-2.4,i,i,i
Cc1c(NC(=O)/C(=C/c2cccs2)c2cccs2)c(=O)n(-c2ccccc2)n1C,i,i,-5.9,i,-6.4,i,i,-2.9,i,i,i
COc1ccc(NC(=O)CN(C)S(=O)(=O)c2ccc3c(c2)NC(=O)CS3)cc1,i,i,2.0,i,-5.0,i,i,7.7,i,i,i
Cc1noc(C)c1S(=O)(=O)NCCc1ccc(S(N)(=O)=O)cc1,i,i,-5.3,i,-6.2,i,i,-0.6,i,i,i
CCSc1nnc2c(n1)OC1(CCCC1)Nc1ccccc1-2,i,i,-32.4,i,-13.9,i,i,-0.7,i,i,i
CCn1cc([N+](=O)[O-])c(C(=O)N2N=C(c3ccc4ccccc4c3)CC2c2ccccc2O)n1 (stereo unspecified),i,i,4.1,i,-9.1,i,i,-3.5,i,i,i
CCOC(=O)c1cnc(-n2nc(C)cc2C)nc1N(C)C,i,i,3.2,i,-11.3,i,i,3.9,i,i,i
CN(C)C(CNC(=O)c1cc(S(=O)(=O)N(C)c2ccc(F)cc2)ccc1Cl)c1ccco1 (stereo unspecified),i,i,3.3,i,-11.8,i,i,0.0,i,i,i
CC(C)CCNC(=O)c1onc(CSc2ccccc2)c1C(=O)NCCC(C)C,i,i,-5.5,i,-5.8,i,i,5.9,i,i,i
CCOc1ccccc1CNC(=O)CCc1cn(C)c2ccccc12,i,i,-1.5,i,-5.3,i,i,10.1,i,i,i
CCc1cccc(CC)c1NC(=O)COC(=O)/C(C#N)=C/c1ccc(OC)cc1,i,i,6.8,i,-1.6,i,i,-3.9,i,i,i
COc1cccc(CNC(=O)C(=O)NCC(c2ccco2)N2CCOCC2)c1 (stereo unspecified),i,i,14.3,i,-9.0,i,i,-4.0,i,i,i
Nc1ncnc(NCc2ccc(F)cc2)c1[N+](=O)[O-],i,i,4.8,i,-5.8,i,i,10.4,i,i,i
CC(=O)Nc1nnc(S(=O)(=O)N2CCN(c3ccc([N+](=O)[O-])cc3Cl)CC2)s1,i,i,-24.0,i,-8.8,i,i,3.1,i,i,i
CC(=O)NCC(=O)NC1(C(=O)NC2CCCC2)CCCCC1,i,i,-4.9,i,-0.3,i,i,12.3,i,i,i
O=C(C1CC1)N1CCCN(C(=O)C2CC2)CC1,i,i,-1.3,i,-2.8,i,i,6.7,i,i,i
COCC(C)NC(C(=O)Nc1ccc(C)c(Cl)c1)c1ccccc1 (stereo unspecified),i,i,-0.2,i,-17.1,i,i,x,i,59*,i
Cc1ccc(N2C(N)=C(C#N)C(c3cccs3)C3=C2CC(C)(C)CC3=O)cc1 (stereo unspecified),i,i,8.8,i,-11.3,i,i,3.6,i,i,i
CCOc1ccc2[nH]c3nc(SCC(=O)OC(C)C)nnc3c2c1,i,i,2.9,i,-5.9,i,i,4.5,i,i,i
COc1ccc(Oc2coc3cc(OC(=O)/C=C/c4ccccc4)ccc3c2=O)cc1,i,i,-3.0,i,-9.1,i,i,-3.2,i,i,i
Cc1[nH]c(=O)[nH]c(=O)c1Cc1cccc2ccccc12,i,i,0.7,i,-6.1,i,i,-3.7,i,i,i
CC1(C)SCC(C(=O)O)N1C=O (stereo unspecified),i,i,7.2,i,-7.5,i,i,-1.2,i,i,i
Cn1c(=O)c(C(=O)COC(=O)c2cc(C(F)(F)F)nc3ccccc23)c(N)n(Cc2ccccc2)c1=O,i,i,2.4,i,-6.8,i,i,x,x,i,i
O=C(CCl)Nc1ccc2c(c1)OCO2,i,i,3.4,i,-3.4,i,i,-0.9,i,i,i
Cc1cc(C(=O)NNC(=O)c2cccc(S(=O)(=O)N3CCOCC3)c2)c2ccccc2n1,i,i,2.0,i,-2.5,i,i,x,i,i,i
O=C1CCC(N2C(=O)c3ccccc3C2=O)C(=O)N1 (stereo unspecified),i,i,-0.6,i,-6.3,i,i,-4.0,i,i,i
COc1cccc(CN2CCN(Cc3cccc(Br)c3)CC2)c1OC,i,i,7.6,i,-8.2,i,i,-3.7,i,i,i
COc1ccccc1CN=C1NC(=O)C(CC(=O)Nc2ccc(OC)c(OC)c2)S1 (stereo unspecified),i,i,19.3,i,-14.0,i,i,4.2,i,i,i
COc1cc(CNCCCN2CCOCC2)cc(Br)c1OCc1ccc(Cl)cc1,i,i,1.7,i,-21.3,-6*,i,11.5,i,i,i
COc1ccccc1C(=O)NNC(=O)c1ccccc1,i,i,-4.4,i,-6.8,i,i,-1.4,i,i,i
C=C(C)COc1ccc(-c2ncncc2Oc2ccc(OC)cc2)c(O)c1,i,i,-10.0,i,-6.2,i,i,9.8,i,i,i
O=S(=O)(/N=C(\c1ccccc1F)N1CCCCC1)c1ccccc1,i,i,0.5,i,-9.8,i,i,-9.7,i,i,i
Cc1ccc2c(c1)C1CN(C)CCC1N2C(=S)NC(=O)c1ccc(Cl)cc1Cl (stereo unspecified),i,i,18.3,i,-11.0,i,i,x,i,i,i
O=C(NC1CCCCC1)N1CCN(Cc2ccco2)CC1,i,i,-8.4,i,-4.8,i,i,-1.5,i,i,i
COc1ccc(/C=C(/NC(=O)c2cccs2)C(=O)NCc2ccco2)cc1OC,i,i,9.1,i,-1.5,i,i,-1.0,i,i,i
Cc1nc(SCC(=O)Nc2ccc3c(c2)OCCO3)c2oc3ccccc3c2n1,i,i,0.7,i,-8.2,i,i,-1.6,i,i,i
CCC(=NCc1ccccc1)c1c(C(F)(F)F)[nH]n(-c2nc3ccccc3s2)c1=O,i,i,-1.1,i,-15.4,i,i,0.2,i,i,i
COc1cc(/C=C(\C#N)c2ccccn2)cc(OC)c1O,i,i,0.5,x,-14.8,i,i,15.2,i,i,i
CCc1ccc(OCc2nnc(SCCN3CCOCC3)n2C)cc1,i,i,2.5,i,-8.6,i,i,-3.7,i,i,i
COc1ccc(OC)c(-n2c(O)cnc2Nc2nc(C)cc(C)n2)c1,i,i,-8.3,i,-2.3,i,i,5.4,i,i,i
C=Cc1ccc(CN2CCCN(Cc3ccc(F)cc3)S2(=O)=O)cc1,i,i,0.6,i,-13.4,i,i,1.3,i,i,i
Cc1ccc(C(C)(C)NC(=O)C2CCC(=O)N(C3CCCCCC3)C2)cc1 (stereo unspecified),i,i,-1.0,i,-1.8,i,i,-8.7,i,i,i
CSc1cccc(NC(N)=O)c1,i,i,-0.2,i,-10.2,i,i,x,i,i,i
Cc1cc(=O)oc2cc(OCC(O)CN3CCN(c4ccc(F)cc4)CC3)ccc12 (stereo unspecified),i,i,-0.4,i,-4.9,i,i,-1.4,i,i,i
Cc1cc(Cl)ccc1Oc1ccc(C(N)=O)cc1[N+](=O)[O-],i,i,-1.0,i,-4.4,i,i,-0.4,i,i,i
Cc1ccc(NC(=O)CN2CCN(c3ccccn3)CC2)c(Cl)c1,i,i,-2.6,i,-3.0,i,i,-2.9,i,i,i
O=S(=O)(c1cccc(Cl)c1)N1CN(CC2CCCO2)c2nc3ccccc3nc21 (stereo unspecified),i,i,-2.5,i,-6.7,i,i,14.5,i,i,i
C=CCC1c2cccc(C(=O)O)c2C(=O)N1c1ccc(Cl)cc1 (stereo unspecified),i,i,23.8,i,-5.2,i,i,-3.5,i,i,i
O=C(COC(=O)c1c2c(nc3ccccc13)/C(=C\c1cccs1)CCC2)Nc1ccccc1,i,i,-15.3,i,-9.8,i,i,2.8,i,i,i
COc1ccc(S(=O)(=O)N2CCC(C(=O)Oc3c(OC)cccc3OC)CC2)cc1OC,i,i,-4.5,i,-6.5,i,i,12.6,i,i,i
O=C(c1ccc(C(F)(F)F)cc1)N1CCN(S(=O)(=O)c2ccc3c(c2)OCCCO3)CC1,i,i,13.5,i,-9.3,i,i,-5.8,i,i,i
COc1ccc(CCN(C)C(=O)C2CCN(C(=O)Nc3ccccc3)CC2)cc1OC,i,i,2.9,i,-8.6,i,i,10.3,i,i,i
# Additional structures:
SMILES,TRPC4 potent,KCNK9 inh,Platelet DG rel,PolyA inh,hERG protect,TRPC4 inh,KCNQ1 block,Dyrk1A ADPGlo,KCNK3 block,TRPC4 agonist,KCNQ1 act
CC(C)OCCCNC(=O)C1CCN(S(=O)(=O)N2CCCCC2)CC1,i,i,1.8,i,-5.2,i,i,-8.6,i,i,i
CC(=O)c1ccc(NC(=O)C(C)Sc2nnnn2C)cc1 (stereo unspecified),i,i,11.3,i,-11.1,i,i,1.5,i,i,i
O=[N+]([O-])c1ccc(OCC2CC(c3ccccc3)=NO2)cc1 (stereo unspecified),i,i,-6.3,i,-5.5,i,i,23.7,i,i,i
CC(C)c1ccc(OCC(=O)Nc2c3c(nn2C(C)(C)C)CS(=O)(=O)C3)cc1,i,i,-31.7,i,-0.6,i,i,3.2,i,i,i
COc1ccc(-n2c(Cc3cccn3C)nnc2SCC(=O)Nc2ccccc2)cc1,i,i,0.3,i,-3.8,i,i,6.6,i,i,i

# Some of the compounds tested; the hit share may differ from the screen's.
